# STK33 inh = inhibitors of human STK33 kinase; hit rate 0.073% among 320,000; inhibition, % at 10 µM; purified STK33, MBP phosphorylation, ADP-Glo luminescence; Q9BYT3;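 active = inhibition at or above 25%, using the most active replicate where run in duplicate; inactive = inhibition below 25%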
# Target sequence (Q9BYT3 whole entry, looked up): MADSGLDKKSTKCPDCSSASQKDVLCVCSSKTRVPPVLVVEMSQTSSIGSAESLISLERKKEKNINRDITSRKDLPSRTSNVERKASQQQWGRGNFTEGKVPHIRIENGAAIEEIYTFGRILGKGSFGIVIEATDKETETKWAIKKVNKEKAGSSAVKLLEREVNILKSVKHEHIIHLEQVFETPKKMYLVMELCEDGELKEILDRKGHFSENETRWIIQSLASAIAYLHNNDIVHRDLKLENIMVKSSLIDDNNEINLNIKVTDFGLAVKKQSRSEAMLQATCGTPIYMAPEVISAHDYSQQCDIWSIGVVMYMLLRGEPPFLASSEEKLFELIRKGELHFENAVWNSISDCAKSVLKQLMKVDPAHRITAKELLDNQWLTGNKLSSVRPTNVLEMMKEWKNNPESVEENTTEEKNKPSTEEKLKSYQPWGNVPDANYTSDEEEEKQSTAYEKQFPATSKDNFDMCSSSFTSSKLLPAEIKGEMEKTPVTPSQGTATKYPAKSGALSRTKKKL
# OX1R antag = antagonists of human orexin 1 receptor (OX1R); hit rate 1.8% among 330,000; inhibition, % at 6.6 µM; O43613; OX1R-expressing cells, FRET antagonist read-out; AID 485270; in the data active = inhibition mostly above about 38%, no sharp cut-off; inactive = mostly below about 40%;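 also: 0% = agonist challenge alone and 100% = reference antagonist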
# Target sequence (O43613 whole entry, looked up): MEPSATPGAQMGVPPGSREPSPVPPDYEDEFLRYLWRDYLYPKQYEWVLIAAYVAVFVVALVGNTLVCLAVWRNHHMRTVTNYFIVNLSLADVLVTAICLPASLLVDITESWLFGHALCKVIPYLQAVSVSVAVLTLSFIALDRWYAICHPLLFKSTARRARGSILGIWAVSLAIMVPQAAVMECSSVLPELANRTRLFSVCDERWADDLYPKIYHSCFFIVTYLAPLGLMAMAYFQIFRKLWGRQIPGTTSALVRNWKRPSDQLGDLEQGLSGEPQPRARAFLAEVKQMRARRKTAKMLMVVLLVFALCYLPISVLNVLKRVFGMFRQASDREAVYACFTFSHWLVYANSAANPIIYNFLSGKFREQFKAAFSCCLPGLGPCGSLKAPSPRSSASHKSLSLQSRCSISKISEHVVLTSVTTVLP
# KCNQ2 inh = KCNQ2 potassium channel inhibitors, primary screen, cell-based, CHO-K1, FluxOR thallium flux, B-score (AID 2156); O88943; 20 min; active compounds read low; B-score at 10 µM; hit rate 1.1% among 310,000;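 active = fluorescence ratio B-score at most minus 3 library SDs, with starting brightness B-score within 2 library SDs, cut at about -5.5 in these data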
# * hit, by the source's call; i = inactive; / = no result given.
SMILES,STK33 inh,OX1R antag,KCNQ2 inh
CCC(=O)OCC(=O)N=c1sccn1Cc1ccccc1Cl,-0.5,23.3,i
CCOP(=O)(OCC)C(C)(C)NC(=O)c1cc([N+](=O)[O-])cc([N+](=O)[O-])c1,-1.1,59.3*,i
CCCOC(=O)C1=C(C)N(C)C(=O)NC1c1cc2c(cc1[N+](=O)[O-])OCO2 (stereo not given),0.8,33.7,i
N#Cc1nc(-c2ccco2)oc1N1CCC(Cc2ccccc2)CC1,-0.9,2.8,i
C1CSC2(N1)C1CC3CC(C1)CC2C3 (stereo not given),-0.1,15.6,i
O=C(CN1C(=O)CSc2ccccc21)N/N=C/c1ccco1,-1.6,9.8,i
Cc1sc(N/N=C/c2cccnc2)nc1-c1ccccc1,0.4,16.7,i
Cc1ccc(-c2cn(-c3ccccc3)c(SCC(=O)NC3CCS(=O)(=O)C3)n2)cc1C (stereo not given),-0.1,4.8,i
Fc1ccc(-n2c(Cc3cccs3)n[nH]c2=S)cc1Cl,-1.4,6.5,i
Cc1ccnc(NS(=O)(=O)c2ccc(NC(=O)c3ccc(Br)o3)cc2)n1,1.8,9.2,i
CCOc1ccc(NC(=O)CSc2nc3ccccc3c(=O)n2Cc2cccs2)cc1,-0.6,6.2,i
CC(=O)c1cccc(NC(=O)CN2C(=O)COc3ccc(Cl)cc32)c1,1.7,9.6,i
CCC(C(=O)NCc1ccco1)n1nc(-c2ccc(OC)cc2)ccc1=O (stereo not given),-0.7,5.8,i
O=C(CSc1nnnn1C1CCCCC1)Nc1ccc2c(c1)OCO2,-1.2,11.1,i
COc1c(C=O)c(CCN(C)C(=O)c2ccc(F)cc2)cc2c1OCO2,-1.7,15.6,i
Cc1ccc(S(=O)(=O)N2CCOCC2)cc1C(=O)NC1CCCCC1,-1.0,7.6,i
Cc1ccc(C)n1-c1ccc(C(=O)NCC2CCCO2)cc1 (stereo not given),-0.6,6.6,/
COc1cc(C(=O)N2CCN(c3ccccc3Cl)CC2)ccc1OCC(=O)N1CCOCC1,-1.0,5.2,/
CN1CCN(C(=O)CCn2nc(-c3ccccc3)c3ccccc3c2=O)CC1,-0.4,4.8,i
CCN1C(=O)N[C@@H](c2ccco2)C(C(=O)OC)=C1C,-1.0,9.2,i
COC(=O)c1sc(NC(=O)CSc2nc3cccnc3n2C2CCCCC2)nc1C,-0.3,16.3,i
CC1(C)CC(=O)C=C(C(=O)N2CCCC(C(=O)c3cccc(C(F)(F)F)c3)C2)O1 (stereo not given),-0.8,21.6,i
O=C(NC1CC2CCCC(C1)N2C(=O)Nc1ccc(F)cc1)c1ccccc1 (stereo not given),0.3,21.9,i
O=C(c1cc2ccccc2o1)N1CCCC1,-1.2,4.4,i
Cc1ccc(C)c(N(C(=O)c2snc(C(N)=O)c2N)C(C(=O)NCC2CCCO2)c2cccs2)c1 (stereo not given),0.2,17.3,i
# Continuation.
SMILES,STK33 inh,OX1R antag,KCNQ2 inh
C=CCn1c(CCc2ccccc2)nnc1SCC(N)=O,0.2,-5.2,i
CCCNC(=O)COc1coc(CN2CCN(c3cccc(Cl)c3)CC2)cc1=O,-0.2,5.5,i
Cn1c(=O)c2c(O)cc(=O)n(-c3ccccc3)c2n(C)c1=O,-2.7,20.8,i
Cc1cc2ncn(C(=O)c3ccc4c(c3)OCO4)c2cc1C,9.9,29.1,i
Cc1ccc(C)c(N2CCN(C(=O)c3cc4sccc4n3C)CC2)c1,-0.7,6.2,i
CCc1noc(C)c1C(=O)Nc1nnc(C2CCCCC2)s1,-0.6,7.1,i
CC(C)Cc1cc(CNC(=O)C2CCC(=O)N(Cc3cccc(C(F)(F)F)c3)C2)on1 (stereo not given),-0.6,24.6,i
Cc1cc(NC(=O)C2CC(c3ccccc3Cl)=NO2)no1 (stereo not given),0.0,-1.3,i
Cc1ccc(-n2c(CSc3nc(C)cc(C)n3)nnc2SCC(=O)Nc2nccs2)cc1,0.0,5.2,i
Cn1c(SCC(=O)NC(=O)NCc2ccco2)nnc1-c1ccccc1,-0.6,14.1,i
COc1ccc(NC(=O)Nc2ccccc2F)cc1,0.8,14.4,i
Cc1cccc(NC(=S)NC(=O)c2oc3ccccc3c2C)n1,-0.4,25.7,i
Oc1ccc(CCNc2ncnc3ccc(Cl)cc23)cc1,8.9,86.3*,i
COc1ccc2c(c1)O[C@@H](c1cccc(C(F)(F)F)c1)[C@H](OC(=O)N[C@H]1CCCc3ccccc31)C2=O,-0.1,14.0,i
Brc1ccccc1C1CC(c2ccccc2)=Nc2ccccc2N1 (stereo not given),-1.6,19.1,i
O=C(CN1CCC(N2CCCCC2)CC1)N1CCCc2ccccc21,-1.5,-0.4,i
O=S(=O)(Nc1ccc(S(=O)(=O)Nc2nccs2)cc1)c1ccc2c(c1)OCCO2,-0.2,6.7,i
COc1ccccc1N1C(=O)c2cccc3c(Cl)ccc(c23)C1=O,-1.8,9.1,i
O=c1[nH]c(N2CCCCC2)nc2c1CCCC2,-1.4,17.0,i
Cc1onc(C(=O)Nc2ccccc2C(F)(F)F)c1[N+](=O)[O-],/,18.6,i
Cc1ccc(CSc2nnc(SCC(=O)N/N=C/C=C/c3ccco3)s2)cc1,0.4,19.0,i
NNC(=O)c1nnn(-c2nonc2N)c1CN1CCCC1,1.8,11.0,i
CCOC(=O)c1sc2nccc(OC)c2c1N=CNOC,3.1,7.8,i
O=C(OC1CCCCC1)c1ccc(NC(=O)c2ccco2)cc1,1.3,32.6,i
CCCc1cc(=O)oc2c3c(c4c(c12)OC(C)(C)C=C4)OC(C)C(C)C3O (stereo not given),-1.4,9.6,i
# The listing continues.
SMILES,STK33 inh,OX1R antag,KCNQ2 inh
CN(C(=O)c1ccno1)c1nnc(-c2cnccn2)s1,-2.0,30.6,i
CSCCNC(=O)c1ccc2nc(C3CCCCC3)oc2c1,-0.1,-4.0,i
Cn1ncc(Cl)c1C(=O)Nc1ccc(CN2CCCCC2)cc1,-1.7,-2.0,i
Cc1ccc(S(=O)(=O)N2[C@@H](c3ccc(Cl)c(Cl)c3)C(C(=O)O)=C[C@H]2C(C)(C)C)cc1,-1.8,26.9,/
Cn1cc(Cl)c(C(=O)Nc2nc3ccc([N+](=O)[O-])cc3s2)n1,1.6,8.9,i
Cc1cc(C)n2c(=O)c3ccc(Cl)cc3nc2c1C#N,-0.4,10.2,i
O=C1CNC(=S)N1Cc1ccccc1Cl,-0.4,-8.4,i
COc1ccc(NC(=O)c2ccc3nc(-c4ccccc4)c(-c4ccccc4)nc3c2)c(OC)c1,-0.4,10.1,i
CC(C)(C)C(=O)NC(=S)Nc1ccccc1N1CCCC1,0.4,3.0,i
O=C(c1cccs1)N1CC=C(c2ccccc2)CC1,4.2,4.3,/
O=C(CCCc1ccccc1)NCc1cccnc1,-0.5,19.0,i
CCSc1nnc(NC(=O)CSc2nnc(CNC(=O)c3cc(OC)c(OC)c(OC)c3)o2)s1,-1.5,12.5,i
O=C1CSC(c2cccc([N+](=O)[O-])c2)N1c1ccccc1F (stereo not given),0.1,39.8,i
CN(C)CCNc1nc(-c2ccccc2)nnc1C(F)(F)F,-1.0,14.6,i
Cc1cc(C(=O)Nc2sc3c(c2C#N)CCCC3)no1,-0.9,11.5,i
NC(=O)c1cc(S(=O)(=O)NCc2ccc(Br)cc2)cs1,1.0,10.2,i
O=[N+]([O-])c1cc(S(=O)(=O)N2CCCC2)ccc1N/N=C/c1cccs1,0.4,11.6,i
COc1ccc(C(c2nnnn2CC2CCCO2)N2CCN(c3ccccc3)CC2)cc1 (stereo not given),-0.3,10.3,i
C=CCN1C=CC(=O)CC1,1.3,13.8,i
CC(C)(C)NC(=O)C(c1ccco1)N(C(=O)Cn1nnc(-c2ccc(F)cc2)n1)c1cccc(F)c1 (stereo not given),2.0,5.1,i
Cc1cc2ccccn2c1C(=O)Nc1ccccc1,1.7,7.8,i
O=C(NN1C(=O)C2C3c4ccccc4C(c4ccccc43)[C@@H]2C1=O)c1ccccc1 (stereo not given in full),-1.5,11.3,i
COc1ccc(CC(=O)NC2CC2)cc1OC,0.0,-3.5,i
O=C(Cc1coc2ccc3ccccc3c12)N1CCN(c2ncccn2)CC1,2.3,8.4,i
C#CCOCCOCCOCCNc1nc(N2CCN(C(=O)[C@H](CCC(=O)O)n3cc(C(N)[C@H](C)CC)nn3)CC2)nc(N2CCN(C(=O)[C@H](Cc3cc4ccccc4[nH]3)n3cc(C(N)[C@H](C)CC)nn3)CC2)n1 (stereo not given in full),-0.2,12.4,i

# Given as labelled records: 2 of the compounds above.
SMILES: Cc1cc2ncn(C(=O)c3ccc4c(c3)OCO4)c2cc1C
  STK33 inh = 9.9	OX1R antag = 29.1	KCNQ2 inh = i
SMILES: CC(=O)c1cccc(NC(=O)CN2C(=O)COc3ccc(Cl)cc32)c1
  STK33 inh = 1.7	OX1R antag = 9.6	KCNQ2 inh = i

# Some entries already given, showing only KCNQ2 inh.
structure | KCNQ2 inh
O=C(Cc1coc2ccc3ccccc3c12)N1CCN(c2ncccn2)CC1 | i
Cn1ncc(Cl)c1C(=O)Nc1ccc(CN2CCCCC2)cc1 | i

# 4 entries from above, reformatted.
> CN(C)CCNc1nc(-c2ccccc2)nnc1C(F)(F)F
  STK33 inh: -1.0 | OX1R antag: 14.6 | KCNQ2 inh: i
> Cc1cc(C(=O)Nc2sc3c(c2C#N)CCCC3)no1
  STK33 inh: -0.9 | OX1R antag: 11.5 | KCNQ2 inh: i
> NC(=O)c1cc(S(=O)(=O)NCc2ccc(Br)cc2)cs1
  STK33 inh: 1.0 | OX1R antag: 10.2 | KCNQ2 inh: i
> O=[N+]([O-])c1cc(S(=O)(=O)N2CCCC2)ccc1N/N=C/c1cccs1
  STK33 inh: 0.4 | OX1R antag: 11.6 | KCNQ2 inh: i

# Next section
SMILES,STK33 inh,OX1R antag,KCNQ2 inh
CCN(CC)C(=O)COc1ccc(-c2ccccc2)cc1,0.2,19.9,i
COCc1cc(C)n(CC(=O)Nc2ccccc2OC)c(=O)c1C#N,-2.3,18.7,i
CNC(=O)c1ccsc1NC(=O)C1CCN(S(=O)(=O)c2ccc(Cl)s2)CC1,-0.8,5.4,i
Cc1ccc(-c2ccccc2)n1-c1ccc(C(=O)O)cc1,-0.2,16.7,i
FC(F)(F)c1nnc(Nc2ccc(Cl)cc2)s1,-1.3,9.1,i
COc1ccc(OCC(=O)OC2CCCN(C)C2)cc1 (stereo not given),-1.6,7.7,i
CC(C)c1ccc(NC(=S)N(C)CCc2ccccn2)cc1,0.6,18.1,i
O=C(O)CCN1C(=O)C2C3CC(C2C1=O)C1C(c2ccccc2)c2sc(=O)n(-c4ccccc4)c2SC31 (stereo not given),1.0,11.6,i
Cc1nnc(NC(=O)c2ccc(S(=O)(=O)N3CCCCC3C)cc2)o1 (stereo not given),3.2,5.9,i
CCc1nc2ccccc2n1Cc1cc(=O)n2cc(C)ccc2n1,-3.2,14.8,/
Cc1ccc(S(=O)(=O)N(CC(=O)NCC2CCCO2)Cc2cccc(C)c2)cc1 (stereo not given),-1.5,13.7,i
COc1cc(/C=C2\SC(N)=NC2=O)ccc1OCC(=O)Nc1ccc(C)cc1,-2.2,26.1,i
CC1(C)Cc2cccc(OCC(=O)Nc3ccccc3C(F)(F)F)c2O1,-1.7,22.1,i
O=C(Cn1ccc2ccccc2c1=O)NCC(=O)N1CCN(c2ccc(F)cc2)CC1,-0.4,1.4,i
O=C(Oc1nsnc1N1CCOCC1)c1ccccc1,-1.6,9.6,i
Cc1nc2nc(COc3ccccc3)[nH]n2c(=O)c1Cl,-0.8,14.3,i
CC(=O)c1ccc(OCc2cc(C(=O)N3CC4C[C@@H]5CC3C[C@H](C4)C5)no2)cc1,-2.5,22.7,i
Nc1ccnn1-c1ccccc1,-0.3,4.5,i
CC(=O)c1ccc(OCC(=O)c2cc(C)n(-c3ccc4c(c3)OCO4)c2C)cc1,-1.7,32.1,i
Cc1nc2ccccc2c2c(N)c3ccccc3n12,1.0,10.1,i
Cc1ccc(C(=O)OCC(=O)NCc2ccco2)cc1C,-1.4,9.4,/
C/C(=N/NC(=O)C1CCN(S(=O)(=O)c2ccc(C)cc2)CC1)c1cccc([N+](=O)[O-])c1,-0.9,23.1,i
CCCCC(CC)CNC(=O)Cn1c(=O)[nH]c2ccsc2c1=O (stereo not given),-0.6,5.3,i
O=C(NCCN1CCOCC1)c1ccccc1Oc1ccccc1,0.2,8.5,i
CN(C)S(=O)(=O)N1CCN(c2ccc([N+](=O)[O-])c(N3CCOCC3)c2)CC1,-1.4,32.5,i
# Further compounds:
SMILES,STK33 inh,OX1R antag,KCNQ2 inh
CCCc1cc(C(=O)Nc2cnn(Cc3ccc(F)cc3)c2)no1,-1.4,13.4,i
CC(C)(C)n1ncc2c(=O)n(CC(=O)NCc3ccco3)cnc21,-0.9,25.4,i
O=C(NN=C1C2CC3CC(C2)CC1C3)c1cc(Cl)ccc1O,-0.8,24.6,i
CCn1c(CCCNC(=O)c2ccc(F)cc2)nc2ccccc21,-0.3,2.7,i
CC1=CSC2=NC(=O)/C(=C/c3cccc(OC(=O)c4ccco4)c3)C(=N)N12,1.9,6.5,i
CC(C)(C)NC(=O)C(c1cccs1)N(Cc1cccs1)C(=O)c1ccc(CN2CCOCC2)o1 (stereo not given),-1.7,30.6,i
CCOc1ccccc1N1CC(C(=O)N2CCOCC2)CC1=O (stereo not given),0.1,6.2,i
COc1cccc(C(=O)Nc2ccc(C(F)(F)F)n(C)c2=O)c1,1.9,10.6,i
O=C(COC(=O)CNC(=O)c1ccccc1F)Nc1cccc(S(=O)(=O)N2CCCCCC2)c1,-2.7,12.9,i
C=CCOc1c(CNc2cccc(C(=O)O)c2)cccc1OCC,0.1,20.1,i

# As a short view, two of the compounds above.
SMILES,STK33 inh,OX1R antag,KCNQ2 inh
CCC(=O)OCC(=O)N=c1sccn1Cc1ccccc1Cl,-0.5,23.3,i
CCOP(=O)(OCC)C(C)(C)NC(=O)c1cc([N+](=O)[O-])cc([N+](=O)[O-])c1,-1.1,59.3*,i

# Bioassay records deposited in PubChem BioAssay by several laboratories.
